HT1080 IDH1KD tx: toxicity to HT-1080 IDH1 knockdown cells (counter line). HT-1080 IDH1 knockdown viability, ATP luminescence, 48 h. Potency, µM (series often up to 46.1 µM), for inactives: at the highest dose activity, negative = toxicity, hits mostly cytotoxic. 2% of 360,000 active. AID 686971;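 further: 0% = DMSO wells and -100% = cell-free medium wells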
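After a 2 h attachment period, IDH1KD HT-1080 cells took pin-transferred compound for 48 h at 37 °C; ATP-based luminescence after 10 min room-temperature reagent incubation reported viability.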
GLP1R inv ag: acts as inverse agonist at human GLP-1 receptor; 1.6% of 410,000 active; AID 624417; P43220; HEK293 GLP-1R CRE-luciferase, luminescence, 24 h; GLP-1R form is constitutively active; Potency, µM (titrated, usually from 38.3 µM), inactives show at the top dose activity change, negative = inhibition, usual class: inhibitors; further: on the % scale 0 is the no-effect control and ±100 the full control effect; nearly all actives have a fitted effect of over 55% in size
Target sequence (P43220 whole entry, looked up): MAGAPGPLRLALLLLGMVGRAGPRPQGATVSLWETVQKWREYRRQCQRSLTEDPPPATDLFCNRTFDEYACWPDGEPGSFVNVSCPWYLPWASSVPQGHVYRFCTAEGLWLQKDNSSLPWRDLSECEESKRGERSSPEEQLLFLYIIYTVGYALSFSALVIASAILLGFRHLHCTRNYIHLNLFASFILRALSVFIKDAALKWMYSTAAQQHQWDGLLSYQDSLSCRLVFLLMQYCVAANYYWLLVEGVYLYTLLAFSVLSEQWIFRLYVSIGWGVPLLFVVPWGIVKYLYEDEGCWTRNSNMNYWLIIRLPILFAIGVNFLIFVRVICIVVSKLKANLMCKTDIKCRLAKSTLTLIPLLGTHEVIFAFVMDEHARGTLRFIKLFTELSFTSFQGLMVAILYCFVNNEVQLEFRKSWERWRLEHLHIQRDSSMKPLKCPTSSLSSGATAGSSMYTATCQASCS
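Using stably transfected HEK293 (constitutively active GLP-1R, cAMP-luciferase reporter), compounds were incubated 24 hr and luciferase measured by luminescence.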
HEK293 tox: cytotoxicity counter-screen for GLP-1 receptor inverse agonists. 0.13% of 410,000 active. HEK293 cAMP-luciferase reporter cells, luminescence, 24 h. Potency, µM (highest dose often 38.3 µM), for inactives: top-dose activity change, negative = inhibition, most hits filed as inhibitors;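 further: loss of luciferase light is scored as toxicity; on the % scale 0 is the no-effect control and ±100 the full control effect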
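A 23 nL compound transfer followed 12 hours of cell culture at 37 deg C; exposure then lasted 24 hr. Luciferase assay detection reagent was dispensed and plates read for luminescence after a 12 min room-temperature wait.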
SW480 rereplic: inducers of DNA re-replication in SW480 colon cancer cells; Potency, µM (highest dose often 46.1 µM), without a hit: top-dose re-replication activation, hits mostly activators; SW480 DNA re-replication, Hoechst DNA content imaging, 48 h; 1.8% of 340,000 active; further: % of control where 0% means no effect; nearly all actives have a fitted effect of over 55% in size
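First, 250 cells per well were seeded. Next, compound or vehicle (23 nL) was pinned in, plates sat 48 hr at 37 C. Finally Hoechst was added for 40 min before fluorescence scanning.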
GLP1R ag: agonists of human GLP-1 receptor | AID 624172 | HEK293 GLP-1R CRE-luciferase, luminescence, 4-6 h; cells express a hypersensitive GLP-1R form | P43220 | 0.007% of 380,000 active | Potency, µM (doses to about 45.6 µM), inactives show at the top dose activation, actives largely listed as activators; further: % of control where 0% means no effect
HT1080-NT tox: kills 2HG-producing HT-1080-NT fibrosarcoma cells; HT-1080-NT fibrosarcoma viability, CellTiter-Glo ATP luminescence, 48 h; Potency, µM (top dose mostly 46.1 µM), without a hit: at the top dose activity, negative = less viability, actives largely listed as cytotoxic; 1.6% of 360,000 active; AID 686970;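 further: NT is the 2HG producing partner of a matched IDH1 knockdown line; 0% = DMSO-treated cells and -100% = media-only wells without cells; nearly all actives have a fitted effect of over 55% in size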
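Read-out is CellTiter-Glo luminescence after 10 minutes at room temperature, following 48 hours' compound treatment of HT-1080-NT cells (750 cells/well, RPMI, 5% FBS, 37 degrees C).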
TDP-43 yeast inh: inhibitors of TDP-43 toxicity in yeast; TDP-43 expressing yeast growth rescue, BacTiter-Glo, 24 h; Potency, µM (titrated, usually from 46.1 µM), without a hit: at the top dose growth rescue (activation), usual class: activators; 1.8% of 410,000 active; AID 652104; further: % of control where 0% means no effect; nearly all actives have a fitted effect of over 50% in size
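Readout is BacTiter-Glo luminescence of cell growth, so inhibitors register as activators. TDP-43-expressing yeast at OD600=0.02 in galactose medium, after raffinose pregrowth to mid-log, were incubated with compound for 24 hr at 30 deg C.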
KB-3-1 tox: KB-3-1 parental cell cytotoxicity; KB-3-1 viability, CellTiter-Glo ATP luminescence, 72 h; Potency, µM (series often up to 46.1 µM), for the others: at the top dose activity change, negative = cytotoxic, usual class: cytotoxic; 1.4% of 400,000 active; further: on the % scale 0 is the no-effect control and ±100 the full control effect; nearly all actives have a fitted effect of over 60% in size
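Cytotoxicity in the drug-sensitive parental line KB-3-1 was scored as loss of CellTiter-Glo luminescence following 72 h incubation with compound. Values come from curve fitting of normalized concentration-response data.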
KB-V1 cytotox: KB-V1 MDR subline cytotoxicity; KB-V1 MDR cells viability, CellTiter-Glo, 72 h; Potency, µM (series often up to 46.1 µM), for the others: at the top dose activity change, negative = cytotoxicity, most hits filed as cytotoxic; 3.4% of 400,000 active; AID 1347076; further: on the % scale 0 is the no-effect control and ±100 the full control effect; nearly all actives have a fitted effect of over 60% in size
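Cells of the MDR subline KB-V1 are plated, dosed with compound at multiple concentrations, and incubated 72 h at 37 degrees C; CellTiter-Glo is then added and luminescence read after 10 min.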
An asterisk follows results filed as active; ? = inconclusive; . = no result given; & = joins results of further samples; [ ] = remark or other dose. The call rests on the fitted dose curve; in most records, active means well fitted curve in the direction sought with a large enough effect; inconclusive means small, poorly fitted or top-dose-only effect, or another doubt; inactive means no such curve, though single readings can be large; an effect the other way counts as inactive or inconclusive. Potency means the concentration at half of the fitted maximal effect.

SMILES	HT1080 IDH1KD tx	GLP1R inv ag	HEK293 tox	SW480 rereplic	GLP1R ag	HT1080-NT tox	TDP-43 yeast inh	KB-3-1 tox	KB-V1 cytotox
O=C(CNC(=O)c1ccccc1)Nc1ccsc1C(=O)O	-2%	-9%	0%	1%	0%	-1%	-2%	1%	5%
Cc1ccc(NC(=O)c2cccc(N3CCCS3(=O)=O)c2)cc1	.	?	-1%	.	.	.	-9%	0%	?
Cc1ccc(S(=O)(=O)N2C(=O)CCC2C(=O)Nc2ccc3c(c2)OCCO3)cc1 (configuration not stated)	-6%	7%	0%	-8%	-5%	1%	-12%	7%	0%
CC(=O)Nc1cc[n+](C(C)C(=O)c2ccc(Cl)cc2)cc1 (configuration not stated)	-13%	1%	0%	-52%[inhibitor][1.84 µM]	4%	1%	.	-37%	?
COc1cc(C(=O)N2CCN(c3cccc(C)c3C)CC2)cc(OC)c1OC	0.82µM*	?	-18%	0.73µM*	32%	1.2µM*	22µM*	0.82µM*	2.6µM*
CCOC(=O)c1cnc2nc(N3CCOCC3)nn2c1N	25%	-11%	-2%	?	6%	-4%	-14%	?	-5%
COc1ccccc1C1CCN(Cc2cccc(C(=O)N3CCC(O)CC3)c2)CC1	-7%	-25%	-3%	-4%	-4%	-3%	18%	?	-10%
CC(C)(C)c1ccc(OCCC(=O)OCC(=O)NC2CCCCC2)cc1	12%	2%	0%	-7%	-2%	4%	35µM*	-1%	-13%
CN(C(=O)Cn1c(=O)n(Cc2ccc(C(=O)NCc3ccc4c(c3)OCO4)cc2)c(=O)c2ccccc21)c1ccccc1	.	-17%	-7%	.	3%	.	-22%	-5%	0%
CCOC(=O)c1cnc2ccc(C(=O)OC)cc2c1NCCc1ccc(OC)c(OC)c1	-20%	23%	0%	0%	27%	-16%	0%	-5%	?
COc1ccc(OC)c(CN(CCN2CCOCC2)S(=O)(=O)c2ccc(NC(C)=O)cc2)c1	-1%	9%	-1%	-4%	4%	3%	-19%	-2%	?
CCn1cc(C(=O)NCCCOC(C)C)c2cc(OC)c(OC)cc2c1=O	-6%	26%	-12%	-13%	1%	-4%	7%	-2%	-18%
O=C(C(=O)N1CCC(c2ccccc2)CC1)c1cccc([N+](=O)[O-])c1	11%	20%	-14%	.	.	15%	?	2%	-30%
COC(=O)C1(C(=O)OC)C/C=C\CN(S(=O)(=O)c2ccccc2[N+](=O)[O-])CC1	17%	4%	-7%	.	4%	25%	16%	11%	15%
CCCCOCCCNCC(=O)Nc1ccc(S(N)(=O)=O)cc1	5%	10%	6%	2%	7%	4%	0%	-4%	-2%
CC(CCc1ccccc1)NC(=O)Cn1ncc2c3ccccc3n(Cc3ccccc3)c2c1=O (configuration not stated)	.	-1%	-4%	.	.	.	12%	2%	12%
C=Cc1ccc(Cn2c(C(=O)O)c(CNCc3ccc(F)cc3)c3ccc(C)cc32)cc1	.	?	?	.	.	.	9%	7.3µM*	-21%
Cc1ccc2cc(CN(Cc3ccc(F)cc3)Cc3nnnn3C3CCCC3)c(=O)[nH]c2c1	?	?	?	1%	-1%	?	8%	0%	?
Cn1ccnc1SCC(=O)c1cccc(C(F)(F)F)c1	10%	-6%	14%	-5%	10%	0%	3%	2%	-13%
COc1cccc(C(=O)Nc2ccccc2OCc2cc(=O)n3cc(C)ccc3n2)c1	.	-5%	5%	.	.	.	10%	6%	1%
Cc1cc(C)n(CCC(=O)N2CCN(S(=O)(=O)c3ccc(C)c(C)c3)CC2)n1	0%	-17%	1%	-1%	0%	-20%	-14%	2%	-13%
N#Cc1c(-c2ccccc2F)cc(C2CC2)nc1SCC(=O)c1cccs1	1%	?	322%[activator]	10µM*	7%	20%	-32%[inhibitor]	24%	?
Cc1ccc(C(=O)N2CC(=O)Nc3ccccc32)o1	-1%	9%	-5%[1.53 µM]	2%	0%	2%	-21%	-13%	6%
O=C(CN1C(=O)C2CCCCC2C1=O)Nc1cccc([N+](=O)[O-])c1 (configuration not stated)	-11%	7%	-3%	?	-5%	?	-12%	?	-6%
CC(=O)N1CCN(C(=O)c2cc(S(=O)(=O)N3CCCCC3)ccc2Cl)CC1	0%	7%	-2%	-54%[inhibitor]	0%	4%	5%	10%	6%
Cc1ccc(CSc2ncnc3onc(C)c23)cc1	-1%	22%	1%	-16%	16%	16%	?	-2%	-9%
O=C(NC1CCCC1)c1cccc(Cl)c1	5%	9%	-4%	0%	4%	0%	26%	-5%	-2%
COc1ccc(/C(N)=N/O)cc1O	0%	25%	15%	-14%	4%	-1%	-3%	0%	22%
CCCCc1nnc2c(N(C)S(=O)(=O)c3ccccc3)nc3ccccc3n12	0%	53%[activator]	-7%	5%	9%	14%	14%	3%	-3%
CCCC(=O)n1nc(-c2cccnc2)nc1NCc1ccc(OC)cc1	21%	2%&3%	7%&7%	0%	4%	21%	12%&4%	-2%&10%	-1%&2%
Cn1c(CC(=O)Nc2ccccc2)nnc1SCCOc1ccccc1	12%	?	0%	0%	1%	0%	4%	16%	-23%
COc1ccc(-n2c(-c3ccco3)nc3c(cnn3-c3ccc(C)cc3)c2=O)cc1	1%	2%&-3%	-6%&-2%	-17%	11%&7%	3%	10%&22%	?	?
N[C@H]1C(O)O[C@H](CO)[C@@H](O)[C@@H]1O (some centres not stated)	10%	-15%	-3%	-20%	1%	14%	10%	0%	21%
C[C@@H]1CN([C@@H](C)CO)C(=O)c2cc(NS(=O)(=O)c3ccc(Cl)cc3)ccc2O[C@H]1CN(C)Cc1ccncc1	1%	2%	4%	0%	-4%	3%	5%	8%	15%
O=C1NC[C@@H](Cc2cccc3ccccc23)N(CCc2cc(C(F)(F)F)cc(C(F)(F)F)c2)C1=O	7%	?	-8%	0%	2%	7%	-1%	24%	-1%
Cc1ccc(NC(=O)c2c(-c3ccccc3Cl)noc2C)nc1	-12%	-33%	-9%	-6%	12%	1%	-4%	-5%	-16%
Cc1ccc(C(=O)O)c(C(=O)Nc2nc3ccccc3s2)c1	1%	21%	-4%	-2%	-3%	-2%	-13%	15%	6%
CCSc1ncnc2c1oc1ccccc12	5%	31%[activator]	-9%	-6%	6%	8%	0%	5%	3%
COc1cc(-c2cc(C(=O)NCCc3ccc(S(N)(=O)=O)cc3)c3ccccc3n2)cc(OC)c1OC	-4%	6%	-14%	-5%	12%	-1%	-23%	-14%	6%
O=C(c1cc([N+](=O)[O-])ccc1N1CCCCC1)N1CCCCC1	?	1%	?	-9%	0%	6%	-4%	4%	16µM*
CCOc1ccccc1N1CCN(C(=O)Nc2cccc(Cl)c2)CC1	-7%	?	-14%	-8%	-7%	1%	?	16%	-12%
COc1cc(Cl)c(C)cc1Nc1nc2ccccc2c2nnc(C)n12	.	9%	-6%	.	.	.	-1%	9%	-3%
O=C(CCc1nnc(CCCCc2ccccc2)o1)NCc1cc(F)ccc1F	-8%	?	1%	?	9%	-3%	7%	-16%	?
CC(=O)c1cccc(NC(=O)/C(=C\c2cccnc2)NC(=O)c2ccc(C)cc2)c1	14%	2%	214%[activator]	?	8%	8%	19%	12%	19%
CC(=O)c1cccc(-c2ccnc3c2CC(C(=O)NCc2ccc(N4CCN(C)CC4)cc2)O3)c1 (configuration not stated)	-9%	26%	-25%	.	15%	-12%	26%	0%	4%
Cn1c(=O)c2c(nc(OC3CCCC3)n2C)n(C)c1=O	-3%	15%	-31%	-6%	0%	0%	11%	7%	4%
CCCCOc1ccc(-c2nnn(CC(=O)NCCc3c[nH]c4ccccc34)n2)cc1	-1%	?	-14%	-1%	-6%	-1%	24%	-17%	16µM*
Brc1ccc(OCc2cn3ccccc3n2)cc1	-6%	?	-1%	-20%[1.84 µM]	-4%	-25%	.	?	-1%

Entries of single compounds, looked up by structure.
`O=C(c1cc([N+](=O)[O-])ccc1N1CCCCC1)N1CCCCC1` in the list: HT1080 IDH1KD tx = ?; GLP1R inv ag = 1%; HEK293 tox = ?; SW480 rereplic = -9%; GLP1R ag = 0%; HT1080-NT tox = 6%; TDP-43 yeast inh = -4%; KB-3-1 tox = 4%; KB-V1 cytotox = 16µM*
`CCCCOc1ccc(-c2nnn(CC(=O)NCCc3c[nH]c4ccccc34)n2)cc1` in the list: HT1080 IDH1KD tx = -1%; GLP1R inv ag = ?; HEK293 tox = -14%; SW480 rereplic = -1%; GLP1R ag = -6%; HT1080-NT tox = -1%; TDP-43 yeast inh = 24%; KB-3-1 tox = -17%; KB-V1 cytotox = 16µM*

More entries follow.
SMILES	HT1080 IDH1KD tx	GLP1R inv ag	HEK293 tox	SW480 rereplic	GLP1R ag	HT1080-NT tox	TDP-43 yeast inh	KB-3-1 tox	KB-V1 cytotox
CC(C)(C)NS(=O)(=O)c1ccc(NS(C)(=O)=O)cc1	13%	-3%	0%	-3%	-1%	16%	-18%	-3%	9%
Nc1ccc(S(=O)(=O)NN=CC=Cc2ccccc2[N+](=O)[O-])cc1	1%	-8%	-13%	3%	6%	2%	-11%	-10%	1%
COc1cc2oc(=O)cc(CN3CCCCC3)c2cc1Cl	22%	24%	-9%	.	-4%	27%	25%	0%	3%
Cc1ccc(COn2nnc3ccc(S(=O)(=O)N4CCOCC4)cc32)cc1	-5%	6%	5%	-29%	0%	-8%	?	1%	-29%
COc1ccc(-c2nnc(N)s2)cc1OC	-4%	130%[activator]	2%	-9%	21%	0%	-5%	0%	-3%
O=C(COC(=O)C1CCC(=O)N1)Nc1ccccc1Br (configuration not stated)	1%	19%	1%	-5%	-2%	6%	24%	-6%	-1%
Cc1cc(C)c(S(=O)(=O)N(C)CC(=O)NCCCn2ccnc2)c(C)c1	-15%	-18%	-9%	?	5%	-9%	-19%	-9%	5%
CCC(CC)C(=O)N(C)c1c(C)nc2c(OCc3ccc(Cl)cc3)cccn12	?	?	1%	.	-3%	?	17%	-17%	?
CCO[C@H]1OC(C(=O)NCc2nc3ccccc3[nH]2)=C[C@@H](c2ccc(Br)cc2)[C@@H]1CCCO	-28%	-58%	-11%	7%	-6%	?	15%	2%	-6%
Cc1cc(C)n(-c2nnc(C)n2/N=C/c2ccccc2O)n1	10%	-22%	6%[1.53 µM]	4%	-4%	3%	12%	-12%	-2%

Source: PubChem
